GPR151 activ: activates the human receptor GPR151; Q8TDV0; PathHunter beta-arrestin GPR151 cells, luminescence; activation, % at 11.2 µM; 1% of 650,000 active; AID 1508602; in the data active = activation above about 4.9%;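 note: 0% = median of compound wells and 100% = cells with positive control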
Target sequence (Q8TDV0 whole entry, looked up): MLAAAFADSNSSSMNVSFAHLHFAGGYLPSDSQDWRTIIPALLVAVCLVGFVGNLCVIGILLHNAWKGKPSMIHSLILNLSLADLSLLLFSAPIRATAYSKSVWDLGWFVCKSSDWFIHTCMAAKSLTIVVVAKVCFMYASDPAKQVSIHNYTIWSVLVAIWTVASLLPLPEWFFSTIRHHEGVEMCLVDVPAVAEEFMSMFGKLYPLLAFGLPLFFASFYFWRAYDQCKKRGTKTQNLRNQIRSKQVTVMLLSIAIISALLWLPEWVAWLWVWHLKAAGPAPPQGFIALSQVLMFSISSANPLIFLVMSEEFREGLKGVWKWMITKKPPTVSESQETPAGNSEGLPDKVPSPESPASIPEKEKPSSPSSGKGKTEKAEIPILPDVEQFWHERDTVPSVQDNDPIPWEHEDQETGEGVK
TEAD-YAP block: TEAD-YAP interaction inhibition; 1.4% of 640,000 active; HEK-TIYL cells, TEAD-Gal4/YAP UAS-luciferase luminescence; inhibition, % at 9.12 µM; in the data active = inhibition above about 32%;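 note: 0% = median of test compound wells and 100% = reference inhibitor wells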
MITF inh: inhibitors of human MITF; O75030; AlphaScreen MITF homodimerization, bead proximity signal; inhibition, % at 2.6 µM; 0.91% of 650,000 active; AID 1259374; in the data active = inhibition above about 50%;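 note: 0% = vehicle wells with protein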
Target sequence (O75030 whole entry, looked up): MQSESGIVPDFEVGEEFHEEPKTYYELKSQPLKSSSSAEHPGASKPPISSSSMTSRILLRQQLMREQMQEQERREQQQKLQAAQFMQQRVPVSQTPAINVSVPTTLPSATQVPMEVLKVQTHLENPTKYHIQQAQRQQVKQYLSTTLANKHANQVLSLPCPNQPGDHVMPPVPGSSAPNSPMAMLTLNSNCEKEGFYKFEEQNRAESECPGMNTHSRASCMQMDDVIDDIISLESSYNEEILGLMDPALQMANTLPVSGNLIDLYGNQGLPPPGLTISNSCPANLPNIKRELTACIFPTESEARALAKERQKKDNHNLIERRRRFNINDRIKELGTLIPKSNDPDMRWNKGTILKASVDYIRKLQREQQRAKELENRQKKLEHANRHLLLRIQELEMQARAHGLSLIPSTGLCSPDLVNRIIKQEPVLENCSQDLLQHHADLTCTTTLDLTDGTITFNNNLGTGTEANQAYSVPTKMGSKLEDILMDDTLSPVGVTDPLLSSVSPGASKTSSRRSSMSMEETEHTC
FBW7 act: activators of human E3 ligase FBW7. Q969H0. AlphaScreen FBW7–phospho-cyclin E peptide binding, activator screen. normalized activity (activation), % at 26.1 µM. 0.13% of 650,000 active. AID 1259310; in the data active = normalized activity above about 1.9%;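 note: purified mutant Fbw7 with reduced substrate affinity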
* hit, by the source's call.

entry | compound | GPR151 activ | TEAD-YAP block | MITF inh | FBW7 act
1 | Cc1ccc2c(c1)N(CC(=O)NCc1ccccc1Cl)C(=O)C(C)O2 (stereo not given) | -0.4 | -7 | -2 | 0.1
2 | Cc1cc2nc(-c3cc(NC(=O)c4ccc(-c5ccc([N+](=O)[O-])cc5)o4)ccc3O)oc2cc1C | 1.5 | 1 | 6 | 0.6
3 | O=C(CNC(=O)c1ccncc1)N/N=C/c1c(O)ccc2ccccc12 | 2.7 | 17 | -29 | -0.2
4 | C=C(C)CCC(C)N1CCC(Oc2cccc(C(=O)NCc3cccnc3)c2)CC1 (stereo not given) | 0.4 | -4 | -9 | -0.1
5 | CCCCN1C(=O)c2cccc3cccc(c23)C1=O | 0.0 | -13 | 5 | 0.3
6 | CCCN(CCC)C(=O)Cn1ncc2c(C)n(Cc3ccc(C)cc3)c(C)c2c1=O | 0.7 | -1 | -3 | -0.1
7 | CN1CCC(O)(c2ccc3c(c2)CN(CC2=CC[C@H]4C[C@@H]2C4(C)C)CCO3)CC1 | 1.3 | -7 | -12 | 0.0
8 | O=C1[C@@H]2C[C@H](NCc3cccc(F)c3)CN2C(=O)[C@H]2CCCN12 | 0.6 | -4 | 14 | 0.6
9 | Cc1cccc(OCC(=O)Nc2ccc(F)cc2F)c1 | 0.0 | -3 | 1 | 0.1
10 | O=C(CCC(=O)N1CCSc2ccccc21)NC1CCCc2ccccc21 (stereo not given) | 0.2 | -4 | -1 | -0.2
11 | O=C(NC(=S)NCc1cccs1)c1cccs1 | 2.3 | 2 | 13 | -0.1
12 | Cc1cc(C)c(C)c(OCC(=O)Nc2ccccc2C(N)=O)c1 | 1.7 | -4 | -2 | -0.3
13 | O=C(N/N=C\c1ccncc1)c1ccc([N+](=O)[O-])cc1 | 0.1 | -8 | -6 | 0.0
14 | Cc1ccc(C(=O)N/C(=C/c2ccc([N+](=O)[O-])o2)C(=O)O)cc1 | 0.9 | 6 | 70* | 0.0
15 | COc1ccc(-c2nn(CCC(=O)O)c3nc(C)cc(C)c23)c(OC)c1 | 0.3 | 12 | 3 | 0.2
16 | Cc1c2cnn(-c3ccccc3)c(=O)c2c(C)n1CCCC(=O)N1CCN(C)CC1 | 0.2 | 14 | 1 | -0.1
17 | N#C/C(=C\c1ccccc1Cl)C(=O)NCC1CCCO1 (stereo not given) | 0.7 | 5 | 0 | -0.1
18 | CC(C)(C)NC(=O)COC(=O)c1ccc(C#N)cc1 | -0.4 | 8 | -20 | 0.2
19 | Cc1cc(C)c(S(=O)(=O)NCCO)c(C)c1N(C)S(=O)(=O)c1ccccc1 | -0.3 | 2 | -17 | -0.1
20 | COC(=O)c1ccc(OCc2ccccn2)cc1 | -5.9 | -30 | 0 | 0.0
21 | COCCNC(=O)Cn1nc2c3ccccc3nc(C)n2c1=O | 0.6 | 3 | -1 | 0.1
22 | CCC(CC)=NNc1ccc([N+](=O)[O-])cc1[N+](=O)[O-] | 0.4 | -7 | 1 | -0.1
23 | C=CCNC(=O)C1CCN(C(=O)Nc2ccc(Cl)cc2)CC1 | -0.3 | 4 | 22 | 0.0
24 | CC(C)(C)OC(=O)N1CCOCCN(C(=O)OC(C)(C)C)CCOCC1 | -1.1 | 4 | -6 | 0.1
25 | O=C(NCc1ccccc1)c1ccc2nc(-c3ccccc3)c(-c3ccccc3)nc2c1 | -0.2 | -1 | -4 | -0.1
26 | COC(=O)c1ccc(NC(=O)c2c(-c3c(Cl)cccc3Cl)noc2C)cc1 | 0.8 | -10 | 14 | 0.1
27 | Cc1nc(NC(=O)CSc2nc3ccccc3n2CC(=O)N2CCCCC2)sc1C | -0.6 | 3 | 10 | 0.1
28 | CCc1cc2c(cc3c(=O)n(CC(=O)NC4CCCCCC4)ncn32)s1 | -0.6 | -2 | 3 | 0.1
29 | O=[N+]([O-])c1ccc(F)c(N=Cc2ccccc2O)c1 | -0.1 | 11 | 6 | 0.0
30 | COc1cc(Nc2cc(-c3cccs3)nc(N)n2)cc(OC)c1OC | 0.7 | -6 | 0 | 0.3

3 entries already listed, sorted by count of non-hydrogen atoms, lowest first:
entry | compound | GPR151 activ | TEAD-YAP block | MITF inh | FBW7 act
5 | CCCCN1C(=O)c2cccc3cccc(c23)C1=O | 0.0 | -13 | 5 | 0.3
19 | Cc1cc(C)c(S(=O)(=O)NCCO)c(C)c1N(C)S(=O)(=O)c1ccccc1 | -0.3 | 2 | -17 | -0.1
6 | CCCN(CCC)C(=O)Cn1ncc2c(C)n(Cc3ccc(C)cc3)c(C)c2c1=O | 0.7 | -1 | -3 | -0.1

Other entries:
entry | compound | GPR151 activ | TEAD-YAP block | MITF inh | FBW7 act
31 | CCn1nc(C)c(CN2CCCC(CO)(Cc3cccc(Cl)c3)C2)c1C (stereo not given) | 2.2 | 5 | 15 | -0.1
32 | Cc1cc(C)n2nc(SCCOc3ccccc3)nc2n1 | -0.8 | -18 | -12 | 0.1
33 | CC1CCCC(NC(=O)C2N(CCC3=CCCCC3)C(=O)C3C(C(=O)Nc4cccc(Cl)c4)C4C=CC32O4)C1C (stereo not given) | 0.1 | 1 | 9 | 0.3
34 | COCCNC(=O)CSc1nc(-c2ccc(SC)cc2)[nH]c1-c1ccc(F)cc1 | -0.3 | 10 | 9 | 0.5
35 | NC(=O)C1(N2CCCCC2)CCN(S(=O)(=O)c2cccc(C(F)(F)F)c2)CC1 | 0.7 | -1 | -9 | 0.1
36 | CCC12C(=O)C(CC)(C(c3ccccc3)=C1c1ccccc1)C1C(=O)N(c3c(C)cc(C)cc3C)C(=O)C12 (stereo not given) | -0.1 | -2 | -4 | -0.1
37 | Cc1ccc(C)c2c1NC(C(=O)O)C1CC=CC21 (stereo not given) | 0.9 | 4 | 40 | -1.0
38 | CC(C)(O)C(=O)/C=C/c1ccco1 | -1.8 | 9 | 22 | 0.6
39 | COc1ccc(-c2ccc(/C=N/Nc3nc4ccccc4[nH]3)o2)c([N+](=O)[O-])c1 | -0.4 | -18 | 0 | -0.5
40 | COCc1cc(C)n(CC(=O)Nc2ccc(C)c(Cl)c2)c(=O)c1C#N | 0.4 | -14 | 2 | -0.1
41 | Cc1ccc(NC(=O)C2C3C=CC4(O3)C2C(=O)N(CCc2ccc(Cl)cc2)C4C(=O)NC2CCCC(C)C2C)cc1C (stereo not given) | -0.7 | 0 | -24 | 0.0
42 | Cc1ccc(CNC(=O)CCc2c(C)nc3c4c(C)cc(C)nc4nn3c2C)cc1 | -0.3 | 2 | -6 | -0.1
43 | COc1cccc(-c2ccccc2NC(=O)C2CCN(Cc3cnc(C)s3)CC2)c1 | 0.2 | -2 | -8 | -0.2
44 | Clc1ccccc1CNCC1CCCO1 (stereo not given) | -0.5 | -2 | -3 | 0.1
45 | CCCCCC1CCC(c2ccc(OC(=O)c3ccc(C4CCC(CCC)CC4)cc3)cc2)CC1 (stereo not given) | 1.1 | 10 | -3 | -0.1
46 | CC(C)CC(=O)N1CCCC(c2nc3c(nnn3Cc3ccccc3Cl)c(=O)[nH]2)C1 (stereo not given) | -0.4 | 5 | 5 | -0.1
47 | O=C(Nc1sc2c(c1C(=O)NCc1ccco1)CCC2)c1cccs1 | -0.9 | -27 | -6 | 0.0
48 | O=C(c1ccccc1)c1cccn1CC(=O)N1CCCCC1 | -0.6 | -19 | 11 | 1.4
49 | Cc1ccc(S(=O)(=O)N2CCOCC2)cc1N | 0.4 | 3 | -1 | 0.1
50 | COc1ccccc1CNS(=O)(=O)c1ccc2c(c1)n(C)c(=O)c(=O)n2C | 0.4 | -12 | 3 | -0.3
51 | CS(=O)(=O)N1CCc2cc(S(=O)(=O)N3CCCCC3)ccc21 | -1.1 | -5 | 9 | -0.1
52 | CCC(C)c1ccc(OCCOc2ccc(/C=C3/C(=N)N4N=C(C(F)(F)F)SC4=NC3=O)cc2OC)cc1 (stereo not given) | 0.0 | -4 | -3 | 0.0
53 | Cc1ccc(/C=C/C(=O)c2ccc(N3CCOCC3)cc2)s1 | 0.2 | 49* | -1 | -0.3
54 | COc1ccc(CN2CCc3nnc(C(C)NC(=O)C(C)C)n3CC2)cc1OC (stereo not given) | 0.5 | 0 | -1 | -0.2
55 | O=C(Nc1cc(Cl)cc(Cl)c1)c1ccc(F)c(S(=O)(=O)N2CCOCC2)c1 | 1.3 | -7 | -3 | 0.0
56 | O=c1[nH]c2nc(-c3ccco3)cnc2n1Cc1ccc(F)cc1 | -0.7 | 5 | 10 | 0.6
57 | CCOC(=O)c1cc(C#N)c(OCC(=O)c2ccccc2)nc1C | 1.9 | -55 | -6 | 0.7
58 | O=C(NCCN1CCOCC1)c1cc2c(s1)CS(=O)(=O)C2 | 2.0 | -12 | -11 | -0.3
59 | C(=N\Nc1ncnc2sc3c(c12)CCC3)/c1ccco1 | 0.1 | -3 | 12 | 0.4
60 | CCc1nc2c(cnn2-c2ccc(C)cc2)c(=O)n1-c1ccc2c(c1)OCCO2 | 0.6 | -1 | -17 | 0.0
61 | CC(C)c1ccc2[nH]c3nc(SCC(=O)N4CCOCC4)nnc3c2c1 | 0.1 | -29 | 8 | 0.0
62 | COc1cc(C2C(C(=O)OCC(C)C)=C(C)NC3=C2C(=O)CC(c2ccccc2)C3)ccc1OC(C)=O (stereo not given) | 1.7 | 3 | -13 | 0.1
63 | COC(=O)c1ccc2c(c1)C(=O)N(c1cccc(C(C)=O)c1)C2=O | 2.3 | 4 | 4 | 0.3
64 | CCNc1nc(NCC)nc(-n2cc(C(=O)c3cc(Cl)ccc3O)cn2)n1 | -1.3 | 0 | 25 | 1.1
65 | COc1cccc(-c2nc(-c3ccc([N+](=O)[O-])cc3)no2)c1 | 0.0 | 5 | 0 | 0.1
66 | O=C(CCn1cnc2c(cnn2-c2ccc(F)cc2)c1=O)NCCc1c[nH]c2ccccc12 | 0.2 | 23 | -14 | -0.1
67 | O=C(Nc1cc(Cl)ccc1O)c1cc(-c2cccs2)on1 | -0.2 | -44 | 4 | 0.0
68 | COC(=O)NCc1nc2ccccc2n1Cc1ccc2ccccc2c1 | 2.5 | 12 | -15 | -0.4
69 | CN1CCC(CNC(=O)NCCc2ccccc2)CC1 | 0.5 | 5 | 5 | -0.1
70 | COc1ccc(N2CCN(CCNS(=O)(=O)c3cccc4nsnc34)CC2)cc1 | -0.4 | 6 | 2 | -0.2
71 | Cc1noc(C)c1C(=O)OCC(=O)c1cc(C)n(-c2ccc3c(c2)OCO3)c1C | 3.5 | -35 | 21 | 0.0
72 | COc1cc(OC)nc(SC(C(=O)O)C(C)C)n1 (stereo not given) | -1.5 | -8 | -6 | 0.1

Sorted by SMILES length (highest first): part of the list above.
entry | compound | GPR151 activ | TEAD-YAP block | MITF inh | FBW7 act
52 | CCC(C)c1ccc(OCCOc2ccc(/C=C3/C(=N)N4N=C(C(F)(F)F)SC4=NC3=O)cc2OC)cc1 (stereo not given) | 0.0 | -4 | -3 | 0.0
62 | COc1cc(C2C(C(=O)OCC(C)C)=C(C)NC3=C2C(=O)CC(c2ccccc2)C3)ccc1OC(C)=O (stereo not given) | 1.7 | 3 | -13 | 0.1
66 | O=C(CCn1cnc2c(cnn2-c2ccc(F)cc2)c1=O)NCCc1c[nH]c2ccccc12 | 0.2 | 23 | -14 | -0.1
55 | O=C(Nc1cc(Cl)cc(Cl)c1)c1ccc(F)c(S(=O)(=O)N2CCOCC2)c1 | 1.3 | -7 | -3 | 0.0
60 | CCc1nc2c(cnn2-c2ccc(C)cc2)c(=O)n1-c1ccc2c(c1)OCCO2 | 0.6 | -1 | -17 | 0.0
50 | COc1ccccc1CNS(=O)(=O)c1ccc2c(c1)n(C)c(=O)c(=O)n2C | 0.4 | -12 | 3 | -0.3
70 | COc1ccc(N2CCN(CCNS(=O)(=O)c3cccc4nsnc34)CC2)cc1 | -0.4 | 6 | 2 | -0.2
64 | CCNc1nc(NCC)nc(-n2cc(C(=O)c3cc(Cl)ccc3O)cn2)n1 | -1.3 | 0 | 25 | 1.1
65 | COc1cccc(-c2nc(-c3ccc([N+](=O)[O-])cc3)no2)c1 | 0.0 | 5 | 0 | 0.1
61 | CC(C)c1ccc2[nH]c3nc(SCC(=O)N4CCOCC4)nnc3c2c1 | 0.1 | -29 | 8 | 0.0
51 | CS(=O)(=O)N1CCc2cc(S(=O)(=O)N3CCCCC3)ccc21 | -1.1 | -5 | 9 | -0.1
56 | O=c1[nH]c2nc(-c3ccco3)cnc2n1Cc1ccc(F)cc1 | -0.7 | 5 | 10 | 0.6
57 | CCOC(=O)c1cc(C#N)c(OCC(=O)c2ccccc2)nc1C | 1.9 | -55 | -6 | 0.7
53 | Cc1ccc(/C=C/C(=O)c2ccc(N3CCOCC3)cc2)s1 | 0.2 | 49* | -1 | -0.3
68 | COC(=O)NCc1nc2ccccc2n1Cc1ccc2ccccc2c1 | 2.5 | 12 | -15 | -0.4
67 | O=C(Nc1cc(Cl)ccc1O)c1cc(-c2cccs2)on1 | -0.2 | -44 | 4 | 0.0
59 | C(=N\Nc1ncnc2sc3c(c12)CCC3)/c1ccco1 | 0.1 | -3 | 12 | 0.4
72 | COc1cc(OC)nc(SC(C(=O)O)C(C)C)n1 (stereo not given) | -1.5 | -8 | -6 | 0.1
69 | CN1CCC(CNC(=O)NCCc2ccccc2)CC1 | 0.5 | 5 | 5 | -0.1

High-throughput results: PubChem, The Scripps Research Institute Molecular Screening Center
